High-throughput results (PubChem BioAssay)
KB-3-1 cytotox – qHTS assay for MDR1-selective chemotherapeutics: Primary screen using the parental adenocarcinoma cell KB-3-1; KB-3-1 viability, CellTiter-Glo ATP luminescence, 72 h; Potency, µM (highest dose often 46.1 µM), inactives show top-dose activity change, negative = cytotoxic, actives largely listed as cytotoxic; 400,000 compounds, 1.4% hits; AID 1347075, 2019; note: potency is the fitted concentration of half-maximal effect; % is set by controls: 0 for no effect and ±100 for the full control effect; nearly all actives have a fitted effect of over 60% in size
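Here the drug-naive KB-3-1 line serves as comparator for MDR sub-line selectivity; cells received compound titrations, 72 h at 37 °C, then CellTiter-Glo readout.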
HT1080NT lethal – qHTS for induction of synthetic lethality in tumor cells producing 2HG: qHTS for the HT-1080-NT fibrosarcoma cell line. Potency, µM (doses to about 46.1 µM), for the others: at the top dose activity, negative = less viability, usual class: cytotoxic. HT-1080-NT fibrosarcoma viability, CellTiter-Glo ATP luminescence, 48 h. 360,000 compounds, 1.6% hits;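 note: NT is the 2HG producing partner of a matched IDH1 knockdown line; potency is the fitted concentration of half-maximal effect; 0% = DMSO-treated cells and -100% = media-only wells without cells; nearly all actives have a fitted effect of over 55% in size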
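750 cells/well, RPMI + 5% FBS; 2 h settle, compound pin-transfer, 48 h at 37 degrees C. CellTiter-Glo 10 min RT, luminescence. Normalized to DMSO and media-only wells.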
DRD3 antagonist – qHTS of D3 Dopamine Receptor Antagonist: qHTS; D(3) dopamine receptor (Homo sapiens), P35462; D3R cells, DiscoveRx beta-arrestin luminescence, antagonist mode; active compounds read low; max response, negative = inhibition, %; 360,000 compounds, 2.5% hits; AID 652054, 2013; in the data active = max response below about -50%; inconclusive = no clear call, values can overlap the other calls; note: % is set by controls: 0 for no effect and ±100 for the full control effect; mostly tested at two doses, the higher about 12 µM
Target sequence (P35462 whole entry, looked up): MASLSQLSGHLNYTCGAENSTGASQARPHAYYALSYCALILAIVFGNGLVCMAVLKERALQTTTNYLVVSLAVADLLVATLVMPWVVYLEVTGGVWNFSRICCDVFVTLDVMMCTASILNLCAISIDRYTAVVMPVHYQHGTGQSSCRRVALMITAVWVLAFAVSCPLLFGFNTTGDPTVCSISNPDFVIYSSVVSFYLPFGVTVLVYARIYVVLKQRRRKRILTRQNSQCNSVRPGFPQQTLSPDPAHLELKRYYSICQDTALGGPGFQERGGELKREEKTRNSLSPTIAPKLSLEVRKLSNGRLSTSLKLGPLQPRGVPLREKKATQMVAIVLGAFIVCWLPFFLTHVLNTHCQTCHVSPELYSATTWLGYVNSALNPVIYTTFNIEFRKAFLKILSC
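Cells expressing the human receptor were seeded at 1500 cells/well, incubated overnight at 37 degrees C in 5% CO2, then exposed to library compounds with dopamine controls for 90 minutes at 37 degrees C before luminescent detection.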
GLP-1R agonist – qHTS of GLP-1 Receptor Agonists; 380,000 compounds, 0.007% hits; HEK293 GLP-1R CRE-luciferase, luminescence, 4-6 h; cells express a hypersensitive GLP-1R form; Potency, µM (doses to about 45.6 µM), without a hit: at the highest dose activation, usual class: activators; Glucagon-like peptide 1 receptor (Homo sapiens), P43220; note: potency is the fitted concentration of half-maximal effect; % of control where 0% means no effect
Target sequence (P43220 whole entry, looked up): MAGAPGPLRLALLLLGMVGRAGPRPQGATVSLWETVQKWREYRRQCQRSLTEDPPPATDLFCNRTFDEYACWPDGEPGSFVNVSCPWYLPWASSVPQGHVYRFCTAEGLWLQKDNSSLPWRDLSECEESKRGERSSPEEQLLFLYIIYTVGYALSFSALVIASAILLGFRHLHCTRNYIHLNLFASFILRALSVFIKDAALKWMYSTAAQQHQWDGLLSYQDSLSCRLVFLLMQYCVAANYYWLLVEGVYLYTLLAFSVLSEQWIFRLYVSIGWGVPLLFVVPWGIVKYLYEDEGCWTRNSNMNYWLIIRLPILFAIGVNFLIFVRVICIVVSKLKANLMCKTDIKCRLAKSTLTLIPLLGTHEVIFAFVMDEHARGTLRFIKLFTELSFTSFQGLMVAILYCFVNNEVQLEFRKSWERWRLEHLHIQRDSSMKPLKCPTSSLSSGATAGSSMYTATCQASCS
IL1B secr inh – qHTS for Inhibitors of Inflammasome Signaling: IL-1-beta AlphaLISA Primary Screen; activity change, % at 57.5 µM; THP-1 LPS/ATP IL-1B secretion, AlphaLISA, 16 h; active compounds read low; 360,000 compounds, 4.7% hits; in the data active = activity change below about -50%; inconclusive = mostly about -30% to -49%; note: % is set by controls: 0 for no effect and ±100 for the full control effect
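Secreted IL-1B measured by AlphaLISA bead assay after 16 h compound exposure of THP-1 cells; compounds (final up to 57.5 uM) added 1 h before LPS (250 ng/mL) and ATP (1.25 mM) stimulation; lower signal means less secretion.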
KB-V1 MDR tox – qHTS assay for MDR1-selective chemotherapeutics: Primary screen using the drug-selected MDR subline cells KB-V1. KB-V1 MDR cells viability, CellTiter-Glo, 72 h. Potency, µM (series often up to 46.1 µM), for inactives: at the highest dose activity change, negative = cytotoxicity, most hits filed as cytotoxic. 400,000 compounds, 3.4% hits. AID 1347076, 2019; note: potency is the fitted concentration of half-maximal effect; % is set by controls: 0 for no effect and ±100 for the full control effect; nearly all actives have a fitted effect of over 60% in size
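KB-V1 cells (P-gp-expressing MDR subline of KB-3-1) in phenol-red-free DMEM with 10% FBS were exposed to library compounds over a concentration series for 72 h at 37 degrees C. Viability read by CellTiter-Glo luminescence; concentration-effect curves fitted after normalization.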
HT1080 IDH1KD tx – qHTS for induction of synthetic lethality in tumor cells producing 2HG: qHTS for the HT-1080-IDH1KD cell line; HT-1080 IDH1 knockdown viability, ATP luminescence, 48 h; Potency, µM (series often up to 46.1 µM), inactives show at the top dose activity, negative = toxicity, actives largely listed as cytotoxic; 360,000 compounds, 2% hits; AID 686971, 2013;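 note: potency is the fitted concentration of half-maximal effect; 0% = DMSO wells and -100% = cell-free medium wells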
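% activity derives from luminescence (CellTiter-Glo), normalised to DMSO and no-cell wells. HT-1080-IDH1KD cells, 750/well, had 48 h compound exposure at 37 °C.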
SW480 rereplic – A quantitative high throughput screen for small molecules that induce DNA re-replication in SW480 colon adenocarcinoma cells | Potency, µM (series often up to 46.1 µM), for inactives: at the highest dose re-replication activation, most hits filed as activators | AID 624297, 2012 | SW480 DNA re-replication, Hoechst DNA content imaging, 48 h | 340,000 compounds, 1.8% hits; note: potency is the fitted concentration of half-maximal effect; % of control where 0% means no effect; nearly all actives have a fitted effect of over 55% in size
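First, 250 cells per well were seeded. Next, compound or vehicle (23 nL) was pinned in, plates sat 48 hr at 37 C. Finally Hoechst was added for 40 min before fluorescence scanning.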
D3 ag – qHTS of D3 Dopamine Receptor Agonist: qHTS; 410,000 compounds, 0.58% hits; D3R DiscoveRx beta-arrestin cells, luminescence, 90 min; D(3) dopamine receptor (Homo sapiens), P35462; max activation, %; in the data active = max activation above about 30%; note: 0% is about no effect; mostly tested at two doses, the higher about 12 µM
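Cells at 1500/well, incubated overnight, then treated with pinned compounds (dopamine as control) for 90 min at 37 degrees C. DiscoveRx reagent added for 30 - 60 minutes at room temperature; luminescence read.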
* marks the source's active call; other numbers are inactive results; ? = inconclusive; / = not tested or not shown; & = joins results of further samples; [ ] = remark or other dose. Unless noted, calls come from the whole dose curve; as a rule, active = well fitted curve in the direction sought with a large enough effect; inconclusive = small, poorly fitted or top-dose-only effect, or another doubt; inactive = no such curve, though single readings can be large; an effect the other way counts as inactive or inconclusive. Outcome played no part in choosing rows. About 12% of those tested had a hit in this group.

SMILES	KB-3-1 cytotox	HT1080NT lethal	DRD3 antagonist	GLP-1R agonist	IL1B secr inh	KB-V1 MDR tox	HT1080 IDH1KD tx	SW480 rereplic	D3 ag
CCOC(=O)C1=C(C)NC(C)=C(C(=O)OCC)C1c1ccccn1	26%&9%	16%&20%	-12&-2	8%&-4%	-20&-17	-20%&-2%	3%&11%	2%	4&-4
CCOC(=O)Cn1nc(-c2ccccc2)ccc1=O	-2%	5%	-6	4%	0	1%	-1%	-11%	5
COc1ccccc1/C=N/NC(=O)c1c(-c2ccccc2)noc1C	-4%	-1%	-3	13%	3	-2%	0%	-15%	3
Cc1ccc(-n2nnnc2-c2ccccc2Br)cc1	1%	5%	-5	17%	-5	-25%	-9%	16%	1
CCOC(=O)C1=C(C)OC(N)=C(C#N)C1c1cccc(C)c1 (stereo not given)	9%	2%	9	0%	5	-6%	2%	-3%	-1
CSc1ncccc1C(=O)OCC(=O)N(C)Cc1ccc(C)cc1	6%	5%	70	8%	30	-9%	-1%	/	-1
CN1CCN(c2ccc(CNC(=O)C3Cc4c(-c5ccccc5)ccnc4O3)cc2)CC1 (stereo not given)	0%	-24%	?	1%	-24	2%	?	/	-23
O=C(Nc1ccccc1)OCc1cncs1	8%	3%	13	12%	-2	?	2%	-3%	-10
COC(c1ccccc1)c1nnc(CCC(=O)NC2C3CC4CC(C3)CC2C4)o1 (stereo not given)	11%	0%	-4	-1%	-4	4%	1%	-2%	-1
CCOC(=O)c1c(NC(=O)CSc2ncn[nH]2)sc(C(C)=O)c1C	6%	0%	24	8%	4	11%	-1%	-11%	0
O=C(NCCSc1c[nH]c2ccccc12)c1ccc2c(c1)OCO2	5%	0%	17	1%	8	8%	0%	-11%	-1
N/C(=N\OC(=O)CCC1CCCC1)c1ccncc1	0%	18%	11	18%	83	?	1%	?	-3

Ordered by length of the SMILES (ascending): some entries from above.
SMILES	KB-3-1 cytotox	HT1080NT lethal	DRD3 antagonist	GLP-1R agonist	IL1B secr inh	KB-V1 MDR tox	HT1080 IDH1KD tx	SW480 rereplic	D3 ag
CCOC(=O)Cn1nc(-c2ccccc2)ccc1=O	-2%	5%	-6	4%	0	1%	-1%	-11%	5
COc1ccccc1/C=N/NC(=O)c1c(-c2ccccc2)noc1C	-4%	-1%	-3	13%	3	-2%	0%	-15%	3
CCOC(=O)c1c(NC(=O)CSc2ncn[nH]2)sc(C(C)=O)c1C	6%	0%	24	8%	4	11%	-1%	-11%	0

More entries
SMILES	KB-3-1 cytotox	HT1080NT lethal	DRD3 antagonist	GLP-1R agonist	IL1B secr inh	KB-V1 MDR tox	HT1080 IDH1KD tx	SW480 rereplic	D3 ag
CCOC(=O)Cn1c(=O)n(C2CCCCC2)c2nc(-c3ccccc3Cl)nc(C(N)=O)c21	?	/	/	2%	/	?	/	/	1
O=C(NCCC1=CCCCC1)C(=O)NCC(c1ccco1)N1CCN(c2ccc(F)cc2)CC1 (stereo not given)	-12%	-14%	-66*	-3%	8	2.6µM*	-1%	-100%[inhibitor]	-6
CCCSc1nc(NCc2ccco2)c2c3c(sc2n1)COC(C)(CC)C3 (stereo not given)	-6%	9%	-14	-1%	-29	16µM*	14%	0%	-1
Cc1cc(=O)oc(C)c1C(=O)Nc1ccc2ncccc2c1	10%	-3%	13	19%	-1	8%	-3%	1%	5
O=c1c2cc(Br)ccc2[nH]c(=S)n1Cc1ccccn1	1%	14%	-24	10%	-10	16µM*	11%	-8%	-10
CCc1ccc(NC(=O)CSc2nc3c(sc4ccccc43)c(=O)n2CCCOC(C)C)cc1	-6%	/	/	-2%	/	-23%	/	/	-8
O=C(OCCO)c1cc(Cl)c(C(=O)OCCO)cc1Cl	1%	0%	14	-2%	8	17%	2%	-2%	-1
CN(CC(=O)Nc1c(Cl)cccc1Cl)C(=O)CCNS(=O)(=O)c1ccccc1C(F)(F)F	2%	4%	1	-2%	-4	?	23%	-5%	-1
CC(=O)Oc1cccc(N2C(=O)c3ccc(C(=O)Nc4c[nH]c(=O)[nH]c4=O)cc3C2=O)c1	2%	1%	7	2%	8	9%	17%	-4%	1
COc1ccc(CC(=O)Nc2nnc(C(C)C)s2)cc1	-2%	4%	13	5%	44	-26%	8%	-4%	2
CC(NC(=O)/C(=C/c1cccc([N+](=O)[O-])c1)NC(=O)c1ccco1)C(=O)O (stereo not given)	4%	9%	-12	-11%	13	?	29%	-5%	0
COC(=O)c1ccc(C2/C(=C(/O)c3ccc(OC)cc3)C(=O)C(=O)N2Cc2ccco2)cc1 (stereo not given)	-5%	-14%	-24	-1%	22	11%	-3%[9.24 µM]	-1%	-5
CN(C)c1ccc(/C=N/NC(=O)CNC(=O)/C=C/c2ccco2)cc1	0%	5%	-6	6%	0	-2%	2%	-3%	-1
CCCSc1nc(N)nc2c1ncn2C1OC(CO)C(O)C1O (stereo not given)	3%	4%	1	12%	16	6%	3%	-4%	5
Cc1ccc(CN2C(=O)c3ccccc3Sc3ccc(C(=O)NCCN4CCOCC4)cc32)cc1	?	12µM*	?	-6%	-16	?	9.2µM*	?	-7
CCCCC(=O)Nc1ccc2c(c1)nc(CCN1CCN(c3ccccn3)CC1)n2C	-2%	-2%	-28	-4%	-12	-11%	1%	-6%	44*
Cc1ccc(S(=O)(=O)Cn2nnnc2CN2CCOCC2)cc1	6%	0%	13	-3%	1	1%	-2%	7%	0
CCOC(=O)c1cnn(-c2cc(Oc3ccccc3)ncn2)c1N	5%	22%	0	1%	-17	?	22%	-1%	1
CCOc1ccc(CCNC(=O)COC(=O)c2ccc(C)c(S(=O)(=O)N3CCOCC3)c2)cc1OCC	-6%	15%	-5	-5%	-3	?	5%	/	7
Cc1cccc(NC(=O)C2C(C(=O)O)C3C=CC2C32CC2)c1C (stereo not given)	-10%	5%	10	1%	1	-17%	0%	0%	-19
O=C(CSc1nnnn1C1CCCC1)Nc1cccc(NC(=O)c2ccco2)c1	-7%	13%	9	-2%	-3	?	7%	-2%	3
Cc1cccc(C)c1-n1nnnc1C1(C)CCC(=O)N1CCCn1ccnc1 (stereo not given)	11%	8%	-26	0%	10	9%	6%	/	-5
CCCn1c(C(CO)Nc2nc(-c3cccc(Br)c3)cs2)nc2ccccc21 (stereo not given)	-10%	?	-2	7%	-57*	-12%	-26%	-8%	-17
O=C(NC1CCCCC1)C(c1ccco1)N(C(=O)c1csnn1)c1cccc(Cl)c1 (stereo not given)	8%	-12%	-2	-2%	-8	-25%	-5%	2%	22
O=C(Cn1c(NCCCO)nc2ccccc21)c1ccc(Br)cc1	-2%	-19%	?	1%	6	-1%	-21%	-4%	0
COc1ccc2nc(NC(=O)CSc3nc4cccnc4n3C)sc2c1	0%	3%	21	-5%	17	-27%	-7%	12%	8
Cc1ccc(-n2nc3c(c2NC(=O)c2cccs2)CSC3)cc1	-1%	?	-5	0%	-5	18%	-21%[9.24 µM]	-3%	-6
CC(C)(C)NC(=O)Cc1ccc(S(=O)(=O)N2CCCC2)s1	4%	9%	24	-10%	7	28%	8%	-5%	2
CC(CN1CCCC1)OC(=O)COc1ccccc1 (stereo not given)	-4%	-6%	-7	2%	67	17%	1%	0%[9.22 µM]	-2
C(=N\n1cnnc1)/c1ccc(OCc2ccccc2)cc1	-2%	1%	19	1%	30	16%	8%	-11%	8
CCCNC(=O)CCn1nc(-c2ccc(Cl)cc2)c2ccccc2c1=O	2%	-1%	-10	1%	-8	?	-16%	-5%	-3
CC1(C)Cc2nc3oc4c(SCC(N)=O)ncnc4c3cc2CO1	?	7%	3	14%	-10	8%	16%	2%	2
O=C(COc1ccccc1)N1CCN(C(=O)c2cccc(F)c2)CC1	0%	-14%	?	5%	-6	-12%	2%	1%[9.22 µM]	-8
Cc1sc2c(c1C)CN(Cc1ccncc1)CN2C(=O)c1ccco1	-2%	1%	23	12%	8	?	14%	19%	-2
Cc1ccc(S(=O)(=O)N2CCOCC2)cc1C(=O)NCc1cccnc1	-14%	10%	7	-1%	23	20%	20%	10%	2
COc1ccc(NC(=O)COC(=O)Cc2cccs2)cc1Cl	7%	10%	0	20%	17	28%	10%	/	1
CC(=O)Oc1ccc2occ(C(=O)c3ccccc3)c2c1	8%	-2%	0	12%	-16	27%	-4%	13%	-6
COc1ccc(CSc2ncn[nH]2)cc1[N+](=O)[O-]	-4%	2%	?	0%	15	6%	12%	-2%	3
CCOC(=O)CSc1nnc(CNC(=O)c2ccco2)n1-c1ccc(F)cc1	-3%	5%	17	20%	-3	17%	3%	-3%	4
CCN(CC)C(=O)CSc1nc2cc3c(cc2c(=O)n1CCCC(=O)NCCc1ccc(OC)c(OC)c1)OCO3	22%	7%	7	10%	?	-30%	2%	-3%	3
COc1cc(C#Cc2c(-c3cncn3C)n(C)c3ccc(-c4ccc5[nH]ccc5c4)cc23)cc(OC)c1	-17%	0%	3	-4%	-27	-17%	-2%	?	2
CCOc1ccc(-n2c(SCC(=O)Nc3cc(C(=O)O)ccc3Cl)nc3ccccc3c2=O)cc1	-5%	?	87	1%	-10	-16%	-11%	-13%	21
CCOc1ccc(N2CC(C(=O)N3CCCCC3)CC2=O)cc1 (stereo not given)	-9%	5%	-4	7%	13	-2%	12%	4%	-3
CCN(CC(=O)Nc1c(F)cccc1F)C(=O)CNC(=O)c1ccc2ccccc2c1	-4%	10%	0	1%	4	2%	19%	0%	-11
